# Epigenetic derep = derepresses silenced GFP reporter in murine cells; murine LDR cells, GFP reporter derepression, 30 h; Potency, µM (top dose mostly 53.9 µM), for the others: at the top dose GFP activation, actives largely listed as activators; 280,000 tested, 0.2% active; AID 1865; also: % of control where 0% means no effect; nearly all actives have a fitted effect of over 60% in size
#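 In this reporter-derepression format, murine cells bearing a silenced integrated CMV-GFP locus incubate with test compound (30 h, 37 C), then are washed and imaged; fluorescent objects of 20–120 um count as induced cells.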
# NPSR antagonist = neuropeptide S receptor (human) antagonism, cAMP; AID 1461; Q6W5P4; Potency, µM (doses to about 38.3 µM), for the others: at the top dose activity change, negative = inhibition, hits mostly inhibitors; 220,000 tested, 1% active; CHO-NPSR cells, cAMP TR-FRET, antagonist mode; also: % is scaled to controls: 0 for no effect and ±100 for the full control effect; nearly all actives have a fitted effect of over 50% in size; many of its hits are not listed in these tables
# Luc counter = blocks Kinase-Glo luciferase, a counter-screen artifact. Q27757. 200,000 tested, 0.28% active. Kinase-Glo luciferase, ATP luminescence, 8 min. Potency, µM (doses to about 38.3 µM), for the others: at the top dose activity change, negative = inhibition, usual class: inhibitors; also: % is scaled to controls: 0 for no effect and ±100 for the full control effect; nearly all actives have a fitted effect of over 60% in size
#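 Luminescence was the read-out, taken after 8-minute incubation at ambient temperature. Luciferase turned over luciferin with 10 uM ATP in imidazole pH 7.2 buffer containing KCl, MgCl2, Tween 20 and BSA.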
# IMPase Li inh = IMPase inhibition in cells with lithium potentiation; Potency, µM (series often up to 59.4 µM), for inactives: top-dose activity, negative = IMPase inhibition, hits mostly inhibitors; 210,000 tested, 0.35% active; CHO-M1 cells, IP1 TR-FRET (IP-One), carbachol + lithium; AID 1457;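 also: IP1 builds up when IMPase is blocked and the TR-FRET signal falls; plate controls were basal vehicle for no effect and high inhibitor control for full effect; nearly all actives have a fitted effect of over 50% in size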
#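 IP1 accumulation measured by competitive TR-FRET in lysed CHO-M1 cells after 30 min compound exposure at 37C, with a small lithium addition to potentiate weak responses. Hill-equation AC50 from ratio and donor-channel data.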
# GoLoco inh red = blocks human Gai1 binding to RGS12 GoLoco peptide, red readout | Gai1:RGS12 GoLoco peptide FP, rhodamine, 10 min | Potency, µM (titrated, usually from 61.6 µM), without a hit: at the top dose activity, negative = inhibition, hits mostly inhibitors | 230,000 tested, 0.44% active; active = well fitted inhibition curve with a large enough effect, not every such curve was filed as active; inactive = no such curve, though single readings can be large or run the other way; also: % is scaled to controls: 0 for no effect and ±100 for the full control effect; nearly all actives have a fitted effect of over 30% in size; many of its hits are not listed in these tables
# KDM4E inh = inhibitors of human JMJD2E histone demethylase | 230,000 tested, 1.6% active | AID 2147 | B2RXH2 | JMJD2E catalytic domain, FDH-coupled NADH fluorescence (FDH is formaldehyde dehydrogenase) | Potency, µM (doses to about 57.1 µM), inactives show top-dose activity change, negative = inhibition, actives largely listed as inhibitors; active = well fitted inhibition curve with a large enough effect, not every such curve was filed as active; inconclusive = small, poorly fitted or top-dose-only effect, or another doubt; inactive = no such curve, though single readings can be large or run the other way;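 also: 0% = wells with enzyme and -100% = buffer wells without enzyme; nearly all actives have a fitted effect of over 50% in size; many of its hits are not listed in these tables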
# Target sequence (B2RXH2 1-337 limits assumed): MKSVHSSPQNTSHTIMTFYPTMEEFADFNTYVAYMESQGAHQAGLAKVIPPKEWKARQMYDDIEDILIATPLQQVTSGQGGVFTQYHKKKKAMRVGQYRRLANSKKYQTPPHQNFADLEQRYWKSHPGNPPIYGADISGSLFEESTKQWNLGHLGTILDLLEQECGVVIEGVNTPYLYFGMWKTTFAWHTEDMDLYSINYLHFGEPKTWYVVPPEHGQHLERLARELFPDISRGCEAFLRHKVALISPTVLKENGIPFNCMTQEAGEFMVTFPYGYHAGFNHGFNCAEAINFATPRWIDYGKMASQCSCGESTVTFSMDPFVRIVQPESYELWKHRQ
# SMN2 splice up = enhancers of SMN2 splice variant expression; HEK293 SMN2-luciferase splicing reporter, luminescence, 30-36 h; Potency, µM (highest dose often 46.1 µM), for the others: top-dose activity change, positive = activation, most hits filed as activators; 210,000 tested, 2.8% active; AID 1458; also: % of control where 0% means no effect; nearly all actives have a fitted effect of over 55% in size
#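 HEK293 cells carry an SMN2 minigene-luciferase reporter in which exon 7 inclusion puts luciferase in frame. Cells were seeded at 2000 cells/well, attached for 10-12 hours, then exposed to compounds for 30-36 hours at 37C before ONE-Glo luminescence.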
# RECQ1 helicase = inhibitors of human RECQ1 DNA helicase | P46063 | RECQ1 DNA unwinding, red fluorescence kinetic read | Potency, µM (highest dose often 57.3 µM), for the others: at the highest dose activity, negative = inhibition, usual class: inhibitors | 240,000 tested, 0.54% active | AID 2549;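 also: plate controls were vehicle for no effect and no enzyme for full effect; nearly all actives have a fitted effect of over 30% in size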
# Target sequence (P46063 whole entry, looked up): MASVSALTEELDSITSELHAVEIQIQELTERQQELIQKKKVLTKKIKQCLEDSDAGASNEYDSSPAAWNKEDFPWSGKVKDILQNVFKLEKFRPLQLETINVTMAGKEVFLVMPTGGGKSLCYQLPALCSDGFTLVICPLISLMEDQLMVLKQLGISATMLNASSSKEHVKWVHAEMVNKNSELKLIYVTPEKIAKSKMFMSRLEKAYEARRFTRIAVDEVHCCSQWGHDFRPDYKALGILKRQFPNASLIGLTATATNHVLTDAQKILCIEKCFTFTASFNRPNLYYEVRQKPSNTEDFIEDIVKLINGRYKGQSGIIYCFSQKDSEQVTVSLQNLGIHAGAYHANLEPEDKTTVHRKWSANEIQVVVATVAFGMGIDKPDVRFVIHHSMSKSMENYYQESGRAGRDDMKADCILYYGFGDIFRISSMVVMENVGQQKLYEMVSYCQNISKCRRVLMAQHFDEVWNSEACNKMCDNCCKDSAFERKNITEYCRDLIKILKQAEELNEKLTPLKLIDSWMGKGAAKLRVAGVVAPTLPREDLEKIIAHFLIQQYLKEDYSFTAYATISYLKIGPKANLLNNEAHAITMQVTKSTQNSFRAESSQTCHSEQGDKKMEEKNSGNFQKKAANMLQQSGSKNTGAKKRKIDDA
#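 RECQ1T1 50 nM; forked duplex (20 bp + 30-nt ss tails) 200 nM, ATP 2 mM final; pH 8.0, 2 mM MgCl2, 2.5 ug/ml poly(dI-dC); 15 min compound preincubation; discontinuous kinetic read over 2 h at RT.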
# * hit, by the source's call; i = inactive; ? = inconclusive; . = no result given; [ ] = another dose, or the depositor's remark. Unless noted, calls follow the shape of the dose curve; as a rule, active = well fitted curve in the direction sought with a large enough effect; inconclusive = small, poorly fitted or top-dose-only effect, or another doubt; inactive = no such curve, though single readings can be large; an effect the other way counts as inactive or inconclusive. Potency is read from the fitted curve at half-maximal effect. An excerpt; rates above refer to the full screens.
# Fields: Epigenetic derep	NPSR antagonist	Luc counter	IMPase Li inh	GoLoco inh red	KDM4E inh	SMN2 splice up	RECQ1 helicase
> COc1ccc(Cc2nnc(SCC(=O)N3CCN(c4ccccc4)CC3)o2)cc1
 : -1.0%	-13%[46.1 µM]	1%	26%[38.3 µM]	7%	1%	-40%[inhibitor]	-3%
> COC(=O)N1CCC[C@@]2(CCN(c3ccccc3)C2)C1
 : .	.	-5%	20%	7%	.	-20%	-8%
> CSC1=C(C#N)C(C)CC(=O)N1 (stereo unspecified)
 : -1.0%	-4%	1%	-10%	8%	-4%	-7%	-19%
> CN(CCCN1CCOCC1)Cc1nc(-c2ccccc2)no1
 : 0.9%	-11%	-5%	11%	3%	16%	.	i
> CC(C)N=C1NN=C(c2ccc(F)cc2)CS1
 : 3.4%	23%	10µM*	4%	-3%	-14%	14µM*	1%
> COc1ccc(OCc2nnc(NC(=O)Nc3ccccc3F)s2)cc1
 : 0.2%	-24%	.	.	9%	-2%	.	15%
> CCO/C(C)=N/n1c2nc3ccccc3nc2c2c(=O)n(CC(C)C)c(C)nc21
 : -2.1%	-10%[46.1 µM]	2%	-17%[38.3 µM]	14%	-4%	-64%[inhibitor]	-13%
> O=C(/C(=C/c1cccc(Cl)c1)c1nc2ccccc2[nH]1)c1ccccc1
 : 0.0%	10µM*	-1%	18%	0%	?	-85%[inhibitor]	-15%
> COC(=O)c1cccc(NC(=O)COc2cccc([N+](=O)[O-])c2)c1
 : -4.3%	6%	0%	27%	5%	-15%	1%	-1%
> COc1ccc(C(=O)NCCCN2CCOCC2)cc1OC
 : 0.0%	0%[46.1 µM]	-7%	-4%[38.3 µM]	-4%	-1%	1%	-9%
> CC(C)(C)NC(=O)NC(=O)CN1CCN(c2ccc(O)cc2)CC1
 : -2.3%	14%	-1%	10%	-18%	?	-52%[inhibitor]	-2%
> O=C(C1COc2ccccc2O1)N1CCN(c2ccccc2Cl)CC1 (stereo unspecified)
 : -0.3%	-36%	-3%	5%	1%	-1%	-3%	-6%
> CCSc1nnc(NC(=O)CCn2c(=O)oc3ccccc32)s1
 : 2.4%	9%	.	.	3%	-5%	.	3%
> CC(C)C[C@@H](CC(=O)N[C@@H](CCC(=O)O)CC(=O)O)NC(=O)[C@@H]1CNCC[C@H]1NC(=O)C[C@@H](NC(=O)C[C@H](Cc1ccccc1)NC(=O)[C@@H]1CCCC[C@H]1N)C(C)C
 : -1.1%	.	2%	24%	0%	-16%	4%	-1%
> COc1ccc(NC(=O)c2cc(-c3ccc(OC)c(OC)c3)on2)cc1OC
 : -1.0%	-5%[46.1 µM]	0%	28%[38.3 µM]	-5%	?	3%	-4%
> COc1ccccc1NC(=O)c1cc2cc(Br)ccc2cc1O
 : 0.1%	?	.	.	17%	?	.	-6%
> N#Cc1cc([N+](=O)[O-])cnc1Nc1ccccc1
 : -0.9%	4%	0%	6%	9%	-6%	5%	i
> Cc1cc(N2CCCC2=O)cc(C)c1S(=O)(=O)NCCOc1ccccc1
 : 1.8%	8%[46.1 µM]	-2%	26%[38.3 µM]	2%	8%	-70%[inhibitor]	-5%
> C=CCNC(=O)c1nc2ccccc2s1
 : 4.2%	-13%[46.1 µM]	-8%	-11%	-17%	0%	19%	-9%
> COc1cc(C2C(C(C)=O)=C(O)C(=O)N2c2ccc(Br)cn2)ccc1O (stereo unspecified)
 : -0.2%	-3%[46.1 µM]	-2%	-12%[38.3 µM]	4%	-3%	-13%	-4%
> CCC(C)Sc1nc2c(cnn2-c2ccc(C)cc2)c(=O)[nH]1 (stereo unspecified)
 : 1.3%	1%[46.1 µM]	-1%	12%[38.3 µM]	10%	6%	-2%	i
> C#CCOCCOCCOCCNc1nc(N2CCN(C(=O)Cn3cc(CC(C)O)nn3)CC2)nc(N2CCN(C(=O)[C@H]([C@@H](C)CC)n3cc(CCCN=C(N)N)nn3)CC2)n1 (stereo partly specified)
 : -1.6%	10%	-5%	-7%	1%	-12%	1%	-4%
> COc1ccc2[nH]c3c(=O)n4c(nc3c2c1)SCCC4
 : -3.9%	13%	-3%	2%	6%	?	18%	-8%
> CCCCCCCCCCCC(=O)NC(Cc1ccc(OC)c([N+](=O)[O-])c1)C(=O)O (stereo unspecified)
 : 0.1%	-5%	.	.	2%	4%	.	-3%
> CCOC(=O)CSC1=C(C#N)C(c2ccccc2Cl)C(C(=O)OC)C(=O)N1 (stereo unspecified)
 : -1.0%	-13%[46.1 µM]	2%	-1%[38.3 µM]	-7%	-4%	-6%	i
> O=C(O)CCCC(=O)NS(=O)(=O)c1ccc(Cl)cc1
 : 11%	0%[46.1 µM]	-1%	14%[38.3 µM]	1%	-2%	2%	i
> Cc1nn(CCC#N)c2[nH]c(=O)cc(C(F)(F)F)c12
 : -0.5%	5%	2%	4%	8%	?	3%	i
> O=C(CSc1nnc(-c2ccco2)n1Cc1ccco1)NCc1cccs1
 : -1.2%	-6%[46.1 µM]	-1%	5%[38.3 µM]	-2%	7%	5%	i
> CCSCc1nnc(SCC(=O)Nc2ccc(F)cc2)n1CC
 : 0.9%	10%	-5%	5%	6%	-27%	6%	i
> Cc1ccc(N(CN2CCCC2=O)C(=O)c2ccc(C)c(C)c2)cc1
 : 0.0%	-11%[46.1 µM]	4%	2%[38.3 µM]	6%	-6%	-17%	-6%
> CSc1nc2ccc(NS(=O)(=O)c3ccccc3F)cc2s1
 : 1.0%	-2%	3%	-11%	-4%	?	-1%	2%
> CN(C1=C(NC(=O)c2ccccc2)C(=O)c2ccccc2C1=O)C1CCS(=O)(=O)C1 (stereo unspecified)
 : 0.0%	?	-6%	25%	-5%	?	-83%[inhibitor]	10%
> Cc1ccc(NC(=O)C(NC2CCCC2)c2ccccc2)cc1Cl (stereo unspecified)
 : 1.1%	-42%	.	20%	6%	-7%	.	-2%
> CCc1cccc(CC)c1NC(=S)Nc1cccc(Cl)c1Cl
 : 0.0%	-29%	.	.	1%	-3%	.	-3%
> COC(=O)c1ccc(NC(=O)c2ccco2)cc1
 : -9.1%	-3%[46.1 µM]	-10%	0%[38.3 µM]	11%	2%	?	-2%
> C=C1c2ccc(C)cc2NC(=O)N1c1ccccc1
 : -0.9%	-7%[46.1 µM]	-1%	14%[38.3 µM]	1%	?	-4%	-1%
> Fc1ccc(CSc2nnc3ccccn23)c(Cl)c1
 : 2.6%	4%	-4%	5%	-1%	?	?	-2%
> CC(C)(C)NC(=O)C(c1ccc(I)cc1)N(CCN1CCOCC1)C(=O)CCCNC(=O)c1ccccc1 (stereo unspecified)
 : 0.4%	.	0%	2%	5%	4%	7%	-2%
> O=C(COC(=O)COc1ccc(Cl)cc1)Nc1ccc(N2CCOCC2)cc1
 : 0.4%	-2%	-2%	-2%	-12%	-24%	12%	-4%
> COC(=O)c1ccccc1NC(=O)Nc1ccc(C)cn1
 : -1.2%	16%	-7%	-3%	-2%	-8%	8%	i
> N#C/C(=C\c1cccnc1)C(=O)Nc1ccc(C(=O)O)cc1
 : -1.4%	4%	2%	-6%	5%	0%	-2%	-3%
> CCN(C(=O)c1cc2ccccc2o1)C12CC3CC(CC(C3)C1)C2
 : -4.5%	-11%	-2%	14%	5%	6%	0%	2%
> O=C(Nc1cccc(S(=O)(=O)N2CCCCC2)c1)c1ccc2c(=O)n3c(nc2c1)CCCCC3
 : 0.9%	?	.	.	.	-3%	.	-12%
> O=C(NCC1CCCO1)/C(=C/c1ccc(Cl)cc1)NC(=O)c1ccccc1 (stereo unspecified)
 : -1.1%	2%[46.1 µM]	2%	7%	0%	?	2%	-4%
> Cc1ccccc1N1CCN(C(=O)CCN2C(=O)c3ccccc3C2=O)CC1
 : 1.3%	-14%[46.1 µM]	-7%	-3%[38.3 µM]	0%	5%	4%	-8%
> Cc1ccc2nc(C)cc(N3CCOCC3)c2c1
 : -1.6%	4%[46.1 µM]	-1%	-8%[38.3 µM]	12%	-2%	-10%	12%
> Cc1cccc(NC(=O)COc2ccc(/C=C\c3[nH]c(=O)[nH]c(=O)c3[N+](=O)[O-])cc2)c1
 : -2.6%	9%	-1%	-2%	15%	-30%	-5%	?
> CN(C)C(=S)NC1(C)CCS(=O)(=O)C1 (stereo unspecified)
 : 1.0%	7%[46.1 µM]	0%	3%[38.3 µM]	2%	11%	4%	-11%
> CCOC(=O)N1CCC(NS(=O)(=O)c2ccc(NC(C)=O)c(Cl)c2)CC1
 : 4.1%	-16%	.	.	0%	3%	.	11%
> CC(Cl)C(=O)NNC(=O)CNS(=O)(=O)c1ccccc1 (stereo unspecified)
 : -0.1%	2%	2%	8%	-14%	-5%	.	i
> Cc1ccc(S(=O)(=O)Nc2ccc3nc(N)sc3c2)cc1
 : 8.1%	-5%[46.1 µM]	-1%	13%[38.3 µM]	15%	-1%	-45%[inhibitor]	-4%
> Nc1nonc1-c1noc(N2CCOCC2)n1
 : 0.0%	-8%[46.1 µM]	-6%	2%	5%	0%	-45%[inhibitor]	i
> Cc1cccn2c(/C=N/OCc3ccc(F)cc3)c(-c3ccc(Cl)cc3)nc12
 : -1.5%	-22%[46.1 µM]	0%	11%[38.3 µM]	-6%	?	-10%	-7%
> O=C(N[C@@]1(C(=O)O)C[C@@H]1c1ccccc1)c1ccccc1
 : .	.	-3%[7.66 µM]	-4%	1%[14.2 µM]	.	-14%[9.22 µM]	.

# Filtered by structure, those above with a furan ring, fused or not
# Fields: Epigenetic derep	NPSR antagonist	Luc counter	IMPase Li inh	GoLoco inh red	KDM4E inh	SMN2 splice up	RECQ1 helicase
> O=C(CSc1nnc(-c2ccco2)n1Cc1ccco1)NCc1cccs1
 : -1.2%	-6%[46.1 µM]	-1%	5%[38.3 µM]	-2%	7%	5%	i
> COC(=O)c1ccc(NC(=O)c2ccco2)cc1
 : -9.1%	-3%[46.1 µM]	-10%	0%[38.3 µM]	11%	2%	?	-2%
> CCN(C(=O)c1cc2ccccc2o1)C12CC3CC(CC(C3)C1)C2
 : -4.5%	-11%	-2%	14%	5%	6%	0%	2%

# NPSR antagonist: what is marked active above.
Molecule	Epigenetic derep	NPSR antagonist	IMPase Li inh	GoLoco inh red	KDM4E inh	RECQ1 helicase
O=C(/C(=C/c1cccc(Cl)c1)c1nc2ccccc2[nH]1)c1ccccc1	0.0%	10µM*	18%	0%	?	-15%

# Screening data from PubChem.
